# From PubChem
# RGS4 inhibitor – human RGS4 inhibition; Transcreener GDP fluorescence polarization, RGS4-accelerated GTP hydrolysis; Potency, µM (highest dose often 114 µM), for the others: top-dose activity change, negative = inhibition, actives largely listed as inhibitors; hit rate 0.039% among 390,000; note: potency is the fitted concentration of half-maximal effect; % is set by controls: 0 for no effect and ±100 for the full control effect; nearly all actives have a fitted effect of over 75% in size; some results filed as inactive show a strong effect at the top dose
#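 MLSMR compounds (23 nl, pin-transferred) preincubated 10 min at room temperature with a 500nM (2x) first reagent, then RGS4 at 900nM (2x) plus Transcreener GDP mix added; fluorescence polarization (620/688 nm) read before and after 90 min at 30 °C.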
# ERG-DNA inh – ERG Ets/DNA interaction inhibition; P11308; AID 624246; hit rate 0.028% among 370,000; Potency, µM (top dose mostly 76.9 µM), without a hit: at the highest dose FP activity, negative = inhibition, actives largely listed as inhibitors; fluorescence polarization, His-ERG Ets domain / labelled DNA; active = well fitted inhibition curve with a large enough effect in the polarisation, with a control signal flat; inconclusive = small, poorly fitted or top-dose-only effect, or effect the other way, or a change in a side signal; inactive = no such curve, though single readings can be large or run the other way; the % refers to the polarisation;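 note: polarization taken with two DNA probes labelled with fluorescein and Texas red; potency is the fitted concentration of half-maximal effect; % of control where 0% means no effect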
# Target sequence (P11308 whole entry, looked up, the tested form may be a part): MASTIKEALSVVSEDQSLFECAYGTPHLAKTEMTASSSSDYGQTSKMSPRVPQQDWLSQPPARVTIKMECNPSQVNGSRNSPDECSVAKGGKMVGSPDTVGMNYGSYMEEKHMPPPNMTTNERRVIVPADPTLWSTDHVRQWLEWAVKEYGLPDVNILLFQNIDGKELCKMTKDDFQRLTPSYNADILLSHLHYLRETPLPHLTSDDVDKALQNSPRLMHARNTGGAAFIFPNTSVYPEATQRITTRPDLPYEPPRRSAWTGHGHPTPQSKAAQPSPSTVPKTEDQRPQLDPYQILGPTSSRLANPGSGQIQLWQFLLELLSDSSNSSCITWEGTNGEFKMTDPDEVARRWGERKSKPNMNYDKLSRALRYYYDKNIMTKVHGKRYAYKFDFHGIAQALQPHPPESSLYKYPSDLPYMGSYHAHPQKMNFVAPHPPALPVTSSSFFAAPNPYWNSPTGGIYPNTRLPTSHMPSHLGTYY
#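 His-tagged ERG Ets domain (1 uM in the protein solution; 300mM KCl, 50mM Tris-HCl, 1mM EDTA, 1mM DTT, pH 7.5) received compound, then a probe mix of 5 nM fluorescein-DNA and 100nM Texas-615-DNA. Fluorescence polarization was read for both dyes.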
# BAZ2B block – inhibitors of human BAZ2B bromodomain; AlphaScreen BAZ2B-H3K14Ac peptide displacement; hit rate 4.4% among 360,000; Q9UIF8; Potency, µM (highest dose often 114 µM), without a hit: top-dose activity change, negative = inhibition, most hits filed as inhibitors; note: potency is the fitted concentration of half-maximal effect; % is set by controls: 0 for no effect and ±100 for the full control effect; nearly all actives have a fitted effect of over 60% in size
#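 Complex of BAZ2B and biotin-H3K14Ac (50 nM apiece) forms over 30 min at RT, then faces library compounds up to 110 uM for another 30 min; AlphaScreen beads added, 20 min dark incubation, luminescence read.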
# G9a block – blocks human histone lysine methyltransferase G9a. Q96KQ7. G9a H3K9 monomethylation, AlphaScreen, 2 h. Potency, µM (titrated, usually from 102 µM), inactives show at the highest dose activity, negative = inhibition, hits mostly inhibitors. hit rate 8.8% among 350,000. AID 504332; note: potency is the fitted concentration of half-maximal effect; % is set by controls: 0 for no effect and ±100 for the full control effect; nearly all actives have a fitted effect of over 75% in size
# Target sequence (Q96KQ7 913-1193 limits assumed): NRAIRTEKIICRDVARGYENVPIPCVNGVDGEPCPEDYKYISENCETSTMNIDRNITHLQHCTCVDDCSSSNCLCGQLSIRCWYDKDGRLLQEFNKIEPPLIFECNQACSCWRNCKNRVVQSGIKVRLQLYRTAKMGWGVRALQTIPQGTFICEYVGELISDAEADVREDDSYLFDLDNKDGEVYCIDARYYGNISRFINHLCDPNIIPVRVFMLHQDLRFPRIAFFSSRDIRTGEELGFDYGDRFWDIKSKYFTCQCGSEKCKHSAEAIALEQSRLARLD
#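 Methyltransferase reactions run at room temperature for 2 h (20 nM enzyme, 500 nM biotin-H3K9 peptide, 20 uM SAM) after a 15 min compound preincubation; product detected by AlphaScreen beads and anti-H3K9me1 antibody.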
# 12-LOX inh – ALOX12 (human) lipoxygenase inhibition. P18054. purified 12hLO, xylenol orange hydroperoxide absorbance. Potency, µM (series often up to 108 µM), inactives show at the top dose activity change, negative = inhibition, actives largely listed as inhibitors. hit rate 1.1% among 580,000; note: potency is the fitted concentration of half-maximal effect; % is set by controls: 0 for no effect and ±100 for the full control effect
#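 Purified human 12hLO (150 nM final) in 25 mM Hepes, 0.01% Triton X-100, pH 7.0 was preincubated 15 min at room temperature with compound. Then 40 uM arachidonic acid was added, 30 min. Hydroperoxide was read by Fe-XO absorbance ratio 573/405 nm.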
# PI4K2A block – inhibitors of human PI4K2A; Q9BTU6; purified PI4K2A, ADP-Glo luminescence, 1 h; hits give low values; activity change, negative = inhibition, % at 76.9 µM; hit rate 0.13% among 420,000; AID 1346378; in the data active = activity change below about -50%; inconclusive = mostly about -30% to -49%;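 note: -100% = wells without enzyme as full effect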
#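 PI4K2A activity was measured by ADP-Glo luminescence: enzyme (4 ug/mL stock) and phosphatidylinositol (1.2 mM stock) in Tris pH 7.5/MgCl2/EGTA/Triton X-100 buffer were reacted with ATP (300 microM stock) for one hour at ambient temperature.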
# HP1b chromo inh – blocks HP1-beta chromodomain binding to methylated histone tails; P83916; AlphaScreen HP1-beta / biotin-H3K9me3 peptide binding; Potency, µM (titrated, usually from 114 µM), for the others: at the highest dose activity change, negative = inhibition, usual class: inhibitors; hit rate 0.56% among 390,000; note: potency is the fitted concentration of half-maximal effect; nearly all actives have a fitted effect of over 70% in size; inactives centre near 23
# Target sequence (P83916 whole entry, looked up): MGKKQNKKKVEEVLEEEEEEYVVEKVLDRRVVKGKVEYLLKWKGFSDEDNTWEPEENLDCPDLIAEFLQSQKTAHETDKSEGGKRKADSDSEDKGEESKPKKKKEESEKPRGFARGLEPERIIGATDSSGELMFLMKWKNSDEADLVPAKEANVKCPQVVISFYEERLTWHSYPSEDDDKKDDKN
#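 Compound inhibition of the preformed complex between 50 nM HP1-beta and 50 nM biotinylated H3K9me3 peptide was read by AlphaScreen. Buffer was PBS pH 7.4 with 0.01% Tween-20. Incubations ran 30 min at room temperature, with 10 ug/mL donor/acceptor beads.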
# JMJD2A Tudor inh – blocks the human JMJD2A Tudor domain. hit rate 4.4% among 390,000. O75164. AlphaScreen JMJD2A-Tudor / H3K4me3 peptide binding. Potency, µM (titrated, usually from 114 µM), without a hit: at the top dose activity change, negative = inhibition, usual class: inhibitors; note: potency is the fitted concentration of half-maximal effect; % is set by controls: 0 for no effect and ±100 for the full control effect; nearly all actives have a fitted effect of over 50% in size
# GLS inhibitor – inhibitors of human glutaminase (GLS). O94925. GLS enzymatic activity, qHTS titration. Potency, µM (titrated, usually from 45.5 µM), for inactives: top-dose activity change, negative = inhibition, actives largely listed as inhibitors. hit rate 0.21% among 410,000; note: potency is the fitted concentration of half-maximal effect; % is set by controls: 0 for no effect and ±100 for the full control effect
#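 Two-point fluorescence kinetic (t0, 30 min RT) for hKGA; glutamate detected via glutamate oxidase–HRP–Amplex Red. Substrate: 1 mM L-glutamine solution; buffer 45 mM KH2PO4, pH 8.2.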
# Active calls of the source: *; ? = inconclusive; · = no result given; [ ] = remark or other dose. Unless noted, calls come from the whole dose curve; as a rule, active = well fitted curve in the direction sought with a large enough effect; inconclusive = small, poorly fitted or top-dose-only effect, or another doubt; inactive = no such curve, though single readings can be large; an effect the other way counts as inactive or inconclusive. A portion of the library, so the mix of outcomes need not match the whole.
# Start of the listing, in advance:
RGS4 inhibitor	ERG-DNA inh	BAZ2B block	G9a block	12-LOX inh	PI4K2A block	HP1b chromo inh	JMJD2A Tudor inh	GLS inhibitor	canonical_smiles
-11%	4%	-17%	-48%[59 µM]	-6%	-2	10%	-24%[57.1 µM]	6%	CC(OC(=O)c1cc(S(=O)(=O)N(C)c2ccccc2)ccc1Cl)C(=O)Nc1ccc2c(c1)OCCO2 (stereo not drawn)
-13%	3%	-27%	31%[12.7 µM]	5%	5	39%	0%	0%	O=C(N1CCCC1)C(F)(F)Oc1ccc(F)cc1
13%	1%	?	?	-13%	-1	26%	-14%	12%	CCc1nnc(NC(=O)c2cc(-c3ccccn3)nc3ccccc23)s1

# The list itself, from the start:
RGS4 inhibitor	ERG-DNA inh	BAZ2B block	G9a block	12-LOX inh	PI4K2A block	HP1b chromo inh	JMJD2A Tudor inh	GLS inhibitor	canonical_smiles
-11%	4%	-17%	-48%[59 µM]	-6%	-2	10%	-24%[57.1 µM]	6%	CC(OC(=O)c1cc(S(=O)(=O)N(C)c2ccccc2)ccc1Cl)C(=O)Nc1ccc2c(c1)OCCO2 (stereo not drawn)
-13%	3%	-27%	31%[12.7 µM]	5%	5	39%	0%	0%	O=C(N1CCCC1)C(F)(F)Oc1ccc(F)cc1
13%	1%	?	?	-13%	-1	26%	-14%	12%	CCc1nnc(NC(=O)c2cc(-c3ccccn3)nc3ccccc23)s1
0%	-7%	-15%	·	-16%	-1	38%	-5%	-3%	CC(C)Oc1ccc(/C=C(/NC(=O)c2ccccc2)C(=O)NCCC(=O)O)cc1
4%	-14%	43%[activator]	4%[12.7 µM]	?	-1	18%	-24%	1%	CCn1c(=N)n(CC(O)COc2cccc(C)c2)c2ccccc21 (stereo not drawn)
20%	-4%	-18%	53%	-4%	7	35%	-15%	1%	Cc1ccc(S(=O)(=O)N2CCOC2CNC(=O)C(=O)NCC(C)C)cc1 (stereo not drawn)
0%	7%	3%	2%[2.33 µM]	-6%	2	35%[activator]	1%	7%	Cc1cc(C)n(S(=O)(=O)c2cc(Cl)ccc2Cl)n1
7%	10%	-21%	-37%	133%[activator]	-9	-6%	1%	?	CCC(=O)Nc1cccc(C(=O)OC)c1
-7%	-9%	5%	8%[59 µM]	?	-8	24%[57 µM]	3%	5%	Cc1cc(C)cc(-n2c(SCC(=O)N3CCCCC3)nc3c([nH]c4ccccc43)c2=O)c1
-18%	13%	2%	1%[59 µM]	5%	-10	50%[activator]	-2%	0%	COc1cccc(NC(=O)c2cnc(SCC(=O)N3CCOCC3)n(C)c2=O)c1
-14%	4%	16%	1%[59 µM]	-9%	-7	51%[activator]	-12%	-2%	Cc1cccc(C(=O)Nc2ccc(C(=O)N/N=C/c3cccc(C)n3)cc2)c1
1%	-4%	?	·	34%[activator]	-1	24%	-33%	4%	CCN1CCN(c2ccc(S(=O)(=O)N3CCOCC3)cc2NC(=O)COc2ccc(F)cc2Cl)CC1
-20%[56.9 µM]	1%	2%	4%[59 µM]	?	5	68%[activator]	-5%[57.1 µM]	1%	CC(=O)N1CCn2c3ccc(C)cc3c3cccc1c32
-20%	5%	2%	·	15%	0	34%	-9%	1%	O=C(COc1ccc(Br)cc1)NCCCNC(=O)c1ccncc1
-2%	8%	84%[activator]	·	-25%	-2	200%[activator]	101%[activator]	4%	COc1ccc(-c2c(C#Cc3ccccc3)c3ccccc3n2C)cc1
-25%	-3%	·	-40%	-10%	3	22%	5%	8%	O=C(CCc1ccccc1)Nc1ccc(F)c([N+](=O)[O-])c1
-22%	-11%	-37%	50µM*	-15%	2	-5%[57 µM]	?	8%	O=C(O)CSc1nc(-c2ccccc2)c(-c2ccccc2)[nH]1
-17%	2%	-13%	·	-2%	2	50%[activator]	-12%	15%	O=C(CN1C(=O)C2C3C=CC(C4CC34)C2C1=O)NCc1ccco1 (stereo not drawn)
-17%	6%	·	·	-2%	0	39%	-1%	-3%	Cc1noc(C)c1NC(=O)Nc1ccc2c(c1)C(=O)N([C@H](C)CO)C[C@H](C)[C@@H](CN(C)S(=O)(=O)c1cn(C)cn1)O2
9%	-7%	-11%	-5%	0%	0	19%	-6%	-1%	O=C(Nc1ccccc1F)Nc1ccc([N+](=O)[O-])cc1Cl

# Individual results from above:
# `COc1ccc(-c2c(C#Cc3ccccc3)c3ccccc3n2C)cc1` | 12-LOX inh = -25%
# `CC(OC(=O)c1cc(S(=O)(=O)N(C)c2ccccc2)ccc1Cl)C(=O)Nc1ccc2c(c1)OCCO2` (stereo not drawn) | GLS inhibitor = 6%

# Going on with the list:
RGS4 inhibitor	ERG-DNA inh	BAZ2B block	G9a block	12-LOX inh	PI4K2A block	HP1b chromo inh	JMJD2A Tudor inh	GLS inhibitor	canonical_smiles
-28%	14%	3%	11%	39%[activator]	7	33%	3%	5%	CC(C)CN(CCNC(=O)CN1N=C(c2ccc(Cl)cc2)CCC1=O)CC(C)C
25%	3%	-30%	14%[12.7 µM]	1%	-5	17%	-18%[57.1 µM]	15%	CCOC(=O)c1cc2c(=O)n3cccc(C)c3nc2n(CCCOC)c1=NC(=O)c1cccnc1
22%	2%	31%	-2%[59 µM]	?	0	95%[activator]	102%[activator]	2%	CCOC(=O)C(=CNc1ccc(C)cc1C)C(=O)OCC
9%	-4%	0%	-40%	1%	0	9%	-19%	14%	CCn1c(C(=O)NCc2ccccn2)cc2sccc21
7%	-7%	0%	11%	9%	2	2%	-8%	0%	O=C(Cn1ccc2ccccc2c1=O)NCC(=O)N1CCN(c2ccccc2F)CC1
-7%	6%	-11%	1%[59 µM]	-9%	2	22%	-27%	-1%	Cc1ccc(C(=O)NCc2ccc3c(c2)CCN3C(=O)c2ccc(C)cc2)cc1
0%	7%	0%	71µM*	?	-2	14%	-28%	12%	O=C(NCCCN1CCc2ccccc2C1)Nc1ccc(Cl)cc1
-2%	-12%	-9%	0%	?	3	31%	-29%	-4%	Cc1cccc(OCC(=O)NC(=S)Nc2ccccc2N2CCOCC2)c1
-18%	-4%	3%[57.1 µM]	32µM*	?	-8	?	89µM*	-9%	Cc1cccc(NC(=O)/C(=C\c2ccco2)NC(=O)c2cccs2)c1
-20%	6%	·	-44%	-10%	-8	37%	5%	-9%	Cc1nc(-c2ccc(Cl)cc2)sc1C(=O)O
6%	-3%	-5%	?	-27%	-2	24%	-23%	20%	CN(C)CCCN(Cc1ccccc1)C(=S)Nc1ccc(OC(F)F)cc1
9%	-1%	8%	-10%	0%	1	30%	0%	?	Cc1cc(=O)n2nc(N3CCCC(C(=O)NC(C)c4ccccc4)C3)sc2n1 (stereo not drawn)
-10%	-2%	-12%	21%	?	-2	8%	-8%	-2%	CC1CCN(c2ccccc2NC(=O)c2ccc([N+](=O)[O-])o2)CC1
15%[11.4 µM]	0%	-2%	14%	?	4	39%[activator]	-14%	-1%	Cc1cc(N2CCC(C)CC2)nc(NCc2ccccc2)n1
-18%	1%	?	?	?	0	-31%	?	13%	O=C(N/N=C/c1ccc(O)c(O)c1)C1c2ccccc2Oc2ccccc21
11%	2%	-7%	-25%[59 µM]	·	3	16%	?	12%	Cc1ccc(C(=O)CN2/C(=C(\O)c3ccccc3)C(=O)c3ccccc3S2(=O)=O)c(C)c1
2%	5%	166%[activator]	8%[0.501 µM]	?	-3	254%[activator]	166%[activator]	2%	COc1cc(C#Cc2c(C=O)n(C)c3ccccc23)cc(OC)c1
13%	-4%	2%	21%	0%	1	11%	-17%	0%	CC1(C)C2CC=C(/C=N/n3cnnc3)C1C2 (stereo not drawn)
-31%	-1%	0%	9%	-7%	5	48%[activator]	-1%	-7%	O=C(C1CCCN(S(=O)(=O)c2ccccc2)C1)N1CCCCCC1 (stereo not drawn)
?	-4%	-17%	10µM*	?	-2	48%	25µM*	8%	NNS(=O)(=O)c1ccc(N2CCCC2=O)c([N+](=O)[O-])c1
6%	-4%	·	·	-62%	-7	53%[activator]	-20%	2%	CN(C(=O)c1cccc(NC(=O)Cc2ccc(NC(=O)C3CCN(C(=O)C4CCCC4)CC3)cc2)c1)C1CCCC1

# Arranged by length of the SMILES (low to high): some entries from above
RGS4 inhibitor	ERG-DNA inh	BAZ2B block	G9a block	12-LOX inh	PI4K2A block	HP1b chromo inh	JMJD2A Tudor inh	GLS inhibitor	canonical_smiles
9%	-4%	0%	-40%	1%	0	9%	-19%	14%	CCn1c(C(=O)NCc2ccccn2)cc2sccc21
22%	2%	31%	-2%[59 µM]	?	0	95%[activator]	102%[activator]	2%	CCOC(=O)C(=CNc1ccc(C)cc1C)C(=O)OCC
2%	5%	166%[activator]	8%[0.501 µM]	?	-3	254%[activator]	166%[activator]	2%	COc1cc(C#Cc2c(C=O)n(C)c3ccccc23)cc(OC)c1
-28%	14%	3%	11%	39%[activator]	7	33%	3%	5%	CC(C)CN(CCNC(=O)CN1N=C(c2ccc(Cl)cc2)CCC1=O)CC(C)C
